mcGAS MS inh – mouse cGAS inhibition by mass spec. actives 0.18% (n = 130,000). Q8C6L5. recombinant mouse cGAS, cGAMP by RapidFire MS. AID 1259397. inhibition, % at 12.5 µM;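 active = inhibition of cGAS enzyme activity at or above 60%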;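 note: enzyme stimulated by 45 bp dsDNA with ATP and GTP substrates; cGAMP share of summed cGAMP plus half ATP and half GTP signals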
Target sequence (Q8C6L5 whole entry, looked up): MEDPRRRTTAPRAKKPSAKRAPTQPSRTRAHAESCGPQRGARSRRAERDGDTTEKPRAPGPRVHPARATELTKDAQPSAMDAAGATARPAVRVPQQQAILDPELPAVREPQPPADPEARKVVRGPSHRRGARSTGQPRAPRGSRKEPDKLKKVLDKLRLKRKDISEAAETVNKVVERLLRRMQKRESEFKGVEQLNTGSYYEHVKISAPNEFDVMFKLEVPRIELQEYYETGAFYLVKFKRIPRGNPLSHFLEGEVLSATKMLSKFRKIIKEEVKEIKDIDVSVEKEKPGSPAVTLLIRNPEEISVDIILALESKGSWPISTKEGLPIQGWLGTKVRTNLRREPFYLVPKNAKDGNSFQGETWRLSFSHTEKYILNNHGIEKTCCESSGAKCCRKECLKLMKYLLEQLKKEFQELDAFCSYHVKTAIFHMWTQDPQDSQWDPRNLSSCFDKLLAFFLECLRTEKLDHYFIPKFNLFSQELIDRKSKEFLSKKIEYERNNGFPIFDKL
The depositor's hits bear a star; & = joins results of further samples.

SMILES	mcGAS MS inh
CN(C)C(=O)Cn1ccc2cc(NC(=O)N3CCSCC3)ccc21	-9.2
CSCC[C@H](NC(C)=O)C(=O)N1CCC(CCC(=O)Nc2cccc(C)c2)CC1	-2.6
O=C(CCOc1ccc(Cl)cc1)N1CCOC(COCc2ccccc2F)C1 (stereo not drawn)	-2.9
CC(NC(=O)Nc1ccc2c(c1)OCO2)c1ccc(-n2cncn2)cc1 (stereo not drawn)	0.9
CC(=O)N1N=C(c2ccccc2)OC1C(=O)N(C)C1CCN(C)CC1 (stereo not drawn)	-15.5
O=[N+]([O-])c1cc(S(=O)(=O)N2CCCCCC2)ccc1Nc1ccc2c(c1)OCO2	-6.6
Cc1cc(C)c(CNCc2noc(-c3ccco3)n2)c(C)c1CO	-11.1
O=C(O)c1cc(-n2cccc2)ccn1	-6.9
CC(Oc1cccc(F)c1)C(=O)NCCCn1nc(-c2ccccc2)ccc1=O (stereo not drawn)	2.6
CCNC(=O)[C@@H]1C[C@@H](N)CN1Cc1cc2c(cc1OC)CCC2	-11.5
CNc1cc(-c2ccc(F)cc2F)ncn1	-5.4
CCCC(=O)N1CCCC(C(=O)C(C#N)C(=O)NC(C)C)C1 (stereo not drawn)	10.9
COc1ccc(-c2cc(COC(=O)c3ccco3)no2)cc1OC	-0.2
CC(C)(C)N=c1scc(-c2ccccc2)n1-c1ccccc1	-22.0
O=C(CN1CCN(c2ccccn2)CC1)N(Cc1ccccc1F)C1CC1	-5.1
Cc1ccc2nc(CCCNC(=O)CN3CCCN(C)CC3)oc2c1	-16.6
COc1ccccc1OCCCOc1cccc(C(F)(F)F)c1	-7.3
CCn1c(C)cc(O)c(C(c2cccnc2)N2CCC(Cc3ccccc3)CC2)c1=O (stereo not drawn)	-7.8
COc1cccc2c1OCC(NC(=O)N(C)Cc1ccncc1)C2 (stereo not drawn)	-15.5
S=c1nc[nH]c2[nH]ncc12	4.8
CC(C)N(Cc1ccccc1)C(=O)COC(=O)c1c(F)cccc1F	-2.6
O=C(C1CC=CCC1)N1CCN(C2CCCC2)CC1 (stereo not drawn)	-3.8
Cn1cnnc1CNC(=O)C1CCCN(S(=O)(=O)c2ccc(Br)s2)C1 (stereo not drawn)	-12.0
COCCn1cc(NC(=O)N2CCOCC2)c2ccccc21	-2.8
COc1ccc(C2=C(C(C)=O)Sc3nnc(-c4ccc(OC)cc4)n3N2C(C)=O)cc1	-4.9
SMILES	mcGAS MS inh
O=C1c2ccccc2NC2(Cc3ccccc3C2)N1CC(F)(F)F	1.9
O=C(Nc1ccc2c(c1)Cc1ccccc1-2)C1CCCO1 (stereo not drawn)	-12.7
CN(Cc1cccc2cnccc12)C(=O)c1ccccc1C1CCNC1 (stereo not drawn)	7.8
C=CCN(C(=O)c1ccc([N+](=O)[O-])cc1Cl)C1CCCC1	2.5
COc1ccccc1C(=O)N1CCN(Cc2cnc(-c3ccco3)nc2)CC1	-9.7
CCCCNS(=O)(=O)Cc1ccc(C#N)cc1	-8.1
O=C(Cn1cc(C(F)(F)F)cc(Cl)c1=O)NC(=O)NC1CCCCC1	-9.0
O=C(Nc1ccccc1)C1=NN(C2CCS(=O)(=O)C2)C(=O)CC1 (stereo not drawn)	0.6
C=CCn1c(SC(C)C(N)=O)nnc1-c1ccc(Cl)cc1Cl (stereo not drawn)	-1.4
Cc1cc(C(=O)Nc2cccn(Cc3ccc(F)cc3)c2=O)on1	-15.2
O=[N+]([O-])c1ccc(-c2cc(-c3cccc([N+](=O)[O-])c3)n[nH]2)cc1	2.7
Cc1cccn2c(=O)nc(SCc3ccc(Cl)cc3)nc12	-7.8
CC(C)(C)NC(=O)CSc1nnc(NC2CCCCC2)s1	0.3
Cc1cc(C)n(-c2cccc(C(=O)N(C)Cc3nc(C4CC4)no3)c2)n1	-11.2
CC(C)c1cc(NCc2cccnc2N2CCCC(O)C2)nc(C(F)(F)F)n1 (stereo not drawn)	-6.0
Cc1cc(C(=O)CN2C(=O)C(=O)N(CCC3=CCCCC3)C2=O)c(C)n1C1CC1	-1.8
COc1ccccc1/C=C/C=C1\N=C(c2ccc(Cl)cc2Cl)OC1=O	-8.8
CCC(CNC(=O)Nc1ncn(CC)n1)N1CCOCC1 (stereo not drawn)	1.4
O=C(NCC1CCC1)c1ccc2c(=O)n3c(nc2c1)CCCCCC3	0.1
CCc1ccc(N(Cc2nnc3n2CCCCC3)C(=O)Nc2ccccc2OC)cc1	-9.3
CCS(=O)(=O)c1cnccc1C(=O)OC	-18.9
O=C(C1=CCCC1)N1CCC(CO)(CCOc2ccccc2)CC1	-10.4&1.7
COCCNCc1ccc(OS(=O)(=O)c2ccc(NC(C)=O)cc2)cc1	-7.5
CN(C)CC1(O)CCN(C(=O)Cc2cc3c(cc2Cl)OCCO3)C1 (stereo not drawn)	-18.2
CN1CCC(NCCC(C)(Cc2ccccc2)c2ccccc2)CC1 (stereo not drawn)	-3.6
SMILES	mcGAS MS inh
Cn1c(=O)n(C)c2cc(CNc3nc(CCN)nc4ccccc34)ccc21	-13.5
Cc1ccc(Nc2ncccc2S(N)(=O)=O)cc1	-2.2
Cn1nc(-c2cc(N)nc3[nH]ccc23)nc1N1CCCCC1	3.4
CCC(CC(C)CO)Nc1ncnc2ccc(F)cc12 (stereo not drawn)	-6.5
OC(c1ccc(-c2ccccc2)cc1)c1ncc(-c2cccc(F)c2)[nH]1 (stereo not drawn)	-7.9
Cc1ccc(-n2ncc3c(=O)n(NC(=O)C(C)Oc4ccccc4)cnc32)cc1C (stereo not drawn)	-10.4
CCOC(=O)C1CCN(C(=O)COc2ccc3ccccc3c2)CC1	13.5
CCC(C)NS(=O)(=O)c1ccc(C(=O)N(CC)C2CCN(C(C)c3ccccc3)C2)cc1 (stereo not drawn)	-11.6
CC1=C/C(=N/OC(=O)c2ccccc2Br)CC(C)(C)C1	-12.6
COc1ncc(-c2c(-c3ccccc3)ncn2CCN2CCCCC2)cn1	-14.9
CC1(C(=O)Nc2ccccc2)CCN1C(=O)CC1CC1 (stereo not drawn)	-13.7
Cc1ccc(Br)cc1NC(=O)N1CC2CN3CCCCC3C2C1 (stereo not drawn)	-7.5
CCOC(=O)c1sc2ncn(N=CN(C)C)c(=O)c2c1C	-5.3
CN(C)CCCNCc1cccs1	-12.1
O=[N+]([O-])c1cc(S(=O)(=O)C(F)(F)F)ccc1NCC1CCCO1 (stereo not drawn)	2.2
O=C(NC1CCCOC1)c1cn[nH]c1-c1cccc(OC(F)F)c1 (stereo not drawn)	-3.4
Cc1c(C(=O)NCCCn2ccnc2)sc2nc3n(c(=O)c12)CCCCC3	6.1
N#C/C(=C\c1ccc(O)c(O)c1)C(=O)OCCc1cccs1	3.0
Cc1c(Cl)c(CSc2n[nH]c(N)n2)nc2ccccc12	-32.4
COc1ccc(OC)c(C(=O)NCc2cn[nH]n2)c1	-0.5
O=C(C[N+]1=C(c2ccccc2)c2cccn2CC1)c1ccccc1	-8.3
CC(=O)c1ccc(NC(=O)Cn2cnc3nc(N4CCOCC4)ncc3c2=O)cc1	-3.1
CCNc1cc2c(nn1)CCN(C(=O)Cn1ccc(=O)n(C)c1=O)C2	-11.0
Cc1ccc(-n2c(C)nn(CN3CCN(c4ccccc4F)CC3)c2=S)cc1	-6.2
CC1CCN(S(=O)(=O)N2CCCC(C(=O)NC3CC3)C2)CC1 (stereo not drawn)	-7.4
SMILES	mcGAS MS inh
O=C1CSC(c2ccc([N+](=O)[O-])cc2)N1c1ccc(Br)cn1 (stereo not drawn)	-10.3
O=C(CCc1nnc(Cc2ccc3c(c2)OCO3)o1)N1CCc2ccccc2C1	6.1
CCCCC1CCCC1NC(=O)C(C)OCC (stereo not drawn)	-8.3
Cc1cc(C)cc(CC(=O)N2CCC2(C)C(=O)NS(=O)(=O)c2ccccc2C)c1 (stereo not drawn)	-9.5
O=C(NC1CCCN(c2ccccc2)C1=O)c1cc(=O)c2ccccc2o1 (stereo not drawn)	-8.6
CC(C)C(NC(=O)C1=COCC1)c1ccc(Cl)cc1 (stereo not drawn)	-1.4
O=C(Nc1ccc(Cn2cnc(C(=O)Nc3ccccc3F)c2)cc1)c1ccc(Cl)cc1	-8.1
Cc1ccc2nc(C)c(NC(=O)c3ccc(Br)cc3)c(=O)n2c1	-18.3
CC1CCCCC12NC(=O)N(CC(=O)c1ccc3ccccc3c1)C2=O (stereo not drawn)	1.0
O=C(Nc1ccc(SCC(=O)N2CCOCC2)nn1)C1CC1	9.0
CN(CC(=O)Nc1ccccc1Br)C1CCc2ccccc21 (stereo not drawn)	1.4
Cn1cc(C2NC(=O)CC[C@@H]2NC(=O)c2ccc(I)cc2)cn1 (stereo partly drawn)	-5.1
O=C(COc1ccc2c(c1)OCO2)NCCCn1nc(-c2ccccc2)ccc1=O	3.9
CCc1ccccc1OCCCN(C)C(=O)C1CCS(=O)(=O)CC1	-11.5
OC1(c2ccc(Cl)cc2)CCN(Cc2nc(-c3cnccn3)no2)CC1	-7.2
O=C(Nc1cccc(CN2CCOCC2)c1)c1ccc(Br)o1	-13.2
CCCCOc1ccc(C(=O)CCN2CCCCC2)cc1	-1.8&-1.1
CCCCC1=NN2C(=N)/C(=C/c3ccc(OS(C)(=O)=O)c(OCC)c3)C(=O)N=C2S1	-1.3
Fc1ccc(-c2nnn(Cc3nc(Cc4ccccc4)n[nH]3)n2)cc1	-9.3
Cc1cccc(C(=O)NC(C)C(=O)Nc2cccc(C)n2)c1 (stereo not drawn)	-1.4
CS(=O)(=O)CCSc1cccc(F)c1C#N	-3.1
O=C1c2cccc3cccc(c23)N1CN1CCCC1c1cccnc1 (stereo not drawn)	4.1
CC(=O)NCCC1CCCCN1C(=O)Nc1ccc(Oc2ccccc2)cc1 (stereo not drawn)	-16.5
O=C(Cn1cnc2sc3c(c2c1=O)CCCC3)N1CCCCC1	-5.1
COc1cccc(C(=O)Nc2nnc(N=Cc3ccc([N+](=O)[O-])s3)s2)c1	-2.3
SMILES	mcGAS MS inh
Cc1cccc(Nc2ncnc3c2CN(C(=O)c2sccc2-n2c(C)ccc2C)CC3)c1	-5.6
CC(=O)NCCC1CN(Cc2nc3c(s2)CCCC3)CCO1 (stereo not drawn)	-26.2
CCCc1nc(C)nc(C(=O)N2CCNC(C)C2)c1C(=O)OCC (stereo not drawn)	-1.7
CN(C)C(=S)Nc1ccc2ccccc2c1	41.1
Cc1nc(C)c(CN2CC[C@@H](c3sccc3C)[C@H](O)C2)s1	-16.4
CCS(=O)(=O)c1ccc2oc(/C=C/c3ccsc3)nc2c1	-26.5
Cc1cc(C)cc(C(=O)Nc2c(C)nc3c(C)cccn3c2=O)c1	3.0
Cc1ccc(-n2nc(C)cc2N/C=C/C(=O)C(F)(F)F)cc1	1.1
CN(Cc1nc(C2CC2)no1)c1nccc(CCC(F)(F)F)n1	-2.4
O=S1(=O)CCC(=NNc2nc3ccccc3s2)c2cc(F)ccc21	2.1
O=C(c1ccc(=O)[nH]n1)N1CCC(c2cc(-c3ccccc3Cl)n[nH]2)CC1	-17.1
C#CCN(Cc1ccc(F)cc1)C(=O)C1=CN2CCS(=O)(=O)N=C2C=C1	-0.8
S=c1n(CN2CCOCC2)nc(-c2ccncc2)n1-c1ccccc1	-4.0
Cc1ccccc1C1(O)CCN(C(=O)CCC2CCCC2)C1 (stereo not drawn)	-10.2
CC(CCO)CNC(=O)CC1CCN(C(=O)OC(C)(C)C)CC1 (stereo not drawn)	-20.0
CC(=O)NC(=O)c1cc2cc([N+](=O)[O-])ccc2oc1=Nc1ccc(C)cc1	-9.0
Cc1cc(NC(=O)C(C)(C)C)sc1C(=O)N1CC(C)CC(C)C1 (stereo not drawn)	-7.8
COc1ccc(C(=O)Nc2ccccc2)c(F)c1	-3.9
CC(C)N(CC1CC2C=CC1C2)C(=O)CCCN1C(=O)CN(C)C1=O (stereo not drawn)	-26.1
NC(=O)CCSc1nnc(-c2cc3ccccc3[nH]2)n1-c1ccccc1	-2.5
CCCCN(C(=O)C1CCCC1)c1c(N)n(CCC)c(=O)[nH]c1=O	-54.0
COc1ccccc1CN1CCCC(CN(CCN(C)C)C(=O)c2cscn2)C1 (stereo not drawn)	1.7
CC(C)c1cc(-c2nnc3sc(Cc4ccccc4)nn23)n[nH]1	-38.2
Cc1c(C(=O)NCc2nnc(SCC(=O)Nc3nc4ccccc4s3)n2-c2ccccc2)cccc1[N+](=O)[O-]	-4.5
COCCNC(=O)c1ccc(OC2CCN(Cc3ccc4nonc4c3)CC2)c(Cl)c1	-0.8
SMILES	mcGAS MS inh
CCOc1cccc(-c2nc(C(N)=O)c3[nH]c(=O)n(-c4ccc(C)cc4)c3n2)c1O	-11.9
Cc1ccoc1C(=O)NCCN1CCC(c2ccccc2)C1 (stereo not drawn)	-6.8
Cc1ccc(-n2c(C)cn3c4c(=O)n(C)c(=O)n(C)c4nc23)c(C)c1	-5.8
C=CCN(Cc1ccc2c(c1)OCCO2)Cc1ccccn1	-14.0
CN(Cc1ccc(C(F)(F)F)cc1)c1ncc(S(N)(=O)=O)s1	-50.6
CN(CC(=O)Nc1ccc(F)cc1)C(=O)Cc1coc2cc3c(cc12)CCC3	-7.0
COc1ccccc1N1CCN(C2CCCN(CCCC3CCCC3)C2)CC1 (stereo not drawn)	-5.3
Cc1ccc(OCCN2CCC2(C)C(=O)Nc2cccc(Br)c2C)cc1 (stereo not drawn)	-8.7
CCOC(=O)c1sc(N)c(C#N)c1COC(=O)c1c(CC)noc1C	-25.8

Reformatted: results already given
Compound,mcGAS MS inh
C=CCN(Cc1ccc2c(c1)OCCO2)Cc1ccccn1,-14.0
CN(Cc1ccc(C(F)(F)F)cc1)c1ncc(S(N)(=O)=O)s1,-50.6

Compounds listed so far that have a nitro group on carbon:
SMILES	mcGAS MS inh
O=[N+]([O-])c1cc(S(=O)(=O)N2CCCCCC2)ccc1Nc1ccc2c(c1)OCO2	-6.6
C=CCN(C(=O)c1ccc([N+](=O)[O-])cc1Cl)C1CCCC1	2.5
O=[N+]([O-])c1ccc(-c2cc(-c3cccc([N+](=O)[O-])c3)n[nH]2)cc1	2.7
O=[N+]([O-])c1cc(S(=O)(=O)C(F)(F)F)ccc1NCC1CCCO1 (stereo not drawn)	2.2
O=C1CSC(c2ccc([N+](=O)[O-])cc2)N1c1ccc(Br)cn1 (stereo not drawn)	-10.3
COc1cccc(C(=O)Nc2nnc(N=Cc3ccc([N+](=O)[O-])s3)s2)c1	-2.3
CC(=O)NC(=O)c1cc2cc([N+](=O)[O-])ccc2oc1=Nc1ccc(C)cc1	-9.0
Cc1c(C(=O)NCc2nnc(SCC(=O)Nc3nc4ccccc4s3)n2-c2ccccc2)cccc1[N+](=O)[O-]	-4.5

Some of the compounds tested; the hit share may differ from the screen's.
